# PPC-1+TRAIL kill – PPC-1 cancer cell killing with TRAIL present; PPC-1 cells + TRAIL, ATPLite viability luminescence; cell killing (% activity), % at 4 µM; 220,000 tested, 0.41% active; AID 1443;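 active means cell killing above 50% in the first pass at 4 µM, then a duplicate retest at 5 µM averaging 50% or more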;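 further: plate controls were cells with TRAIL plus DMSO for no effect and medium-only wells lacking cells for full effect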
# L929 necroptosis – L929 zVAD cell death inhibition; 220,000 tested, 0.38% active; L929 zVAD necroptosis rescue, ATP luminescence, 24 h; with zVAD 60 µM; AID 1377; viability rescue, % at 10 µM;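 active means activation, scaled between plate controls, above about 75%, limit read from the data; inactive means activation under that limit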;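 further: 0% = zVAD with DMSO and 100% = DMSO alone without zVAD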
# FXIIa inh 1536 – blocks human coagulation factor XIIa protease activity | P00748 | purified FXIIa, Boc-QGR-AMC fluorogenic substrate, 2 h | inhibition, % at 5 µM | 220,000 tested, 0.3% active; in the data active means inhibition above about 40%;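 further: 0% = enzyme with no compound and 100% = blank without enzyme; many of its hits are not listed in these tables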
# CHOP inhibitor – blocks CHOP induction under ER stress; CHO-K1 CHOP-promoter luciferase, tunicamycin-induced, 15-18 h; inhibition, % at 10 µM; 220,000 tested, 3.8% active; AID 2732;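 active means compounds that reduced the stress-induced luciferase reporter signal by more than about 70% of percent inhibition, limit read from the data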;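 further: 0% = tunicamycin plus vehicle and 100% = wells without tunicamycin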
# Tb hexokinase – T. brucei hexokinase 1 inhibition. 220,000 tested, 0.11% active. recombinant TbHK1, G6PDH-coupled NADH A340. inhibition, % at 10 µM;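 active means inhibition of 50% or more in the single-dose primary screen; inactive means inhibition below 50%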
# TNF death inh – blocks TNF-alpha induced death of Jurkat FADD-/- cells. activation (protection from cell death), % at 10 µM. 220,000 tested, 0.068% active. Jurkat FADD-/- TNF necroptosis rescue, ATP luminescence, 24 h; 0 = TNF only, 100 = no-TNF cells;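 active means activation, meaning protection from cell death, of at least 50% relative to plate controls; inactive means activation below 50%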;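 further: necroptosis triggered by 40 ng/mL TNF-alpha added together with compound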
# FXIa inh 1536 – inhibitors of human coagulation factor XIa; 220,000 tested, 0.14% active; purified FXIa, Boc-Glu-Ala-Arg-AMC fluorogenic substrate; inhibition, % at 5 µM; P03951;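 active means inhibition of at least 40%; inactive means inhibition below 40%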;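 further: fluorescence of freed AMC excited at 355 nm; 0% = enzyme without compound and 100% = no enzyme blank; many of its hits are not listed in these tables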
# Wee1 stabilizer – inhibitors of human Wee1 degradation; P30291; reporter increase, % at 5 µM; 220,000 tested, 1.2% active; HeLa Luc-Wee1K328M stability, luciferase luminescence; 100% = proteasome inhibitor MG132 effect;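 active means activation above the mean of all tested compounds plus 3 SD, set per screening run, cut at about 8.8% in these data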;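 further: cells exposed to compound for 20 h before luminescence read; 0% = DMSO alone and 100% = MG132 at 30 µM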
# EP2 antag – inhibitors of human EP2 prostaglandin E2 receptor. AID 1422. C6 glioma cells expressing human EP2, cAMP TR-FRET; cells stimulated with saturating PGE2. 260,000 tested, 0.52% active. P43116. inhibition, % at 25 µM;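 active means percent inhibition above 40 after rounding to a whole number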;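 further: rat C6 glioma host cells with rolipram phosphodiesterase inhibitor present; the protocol text gives 20 µM as final concentration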
# Target sequence (P43116 whole entry, looked up): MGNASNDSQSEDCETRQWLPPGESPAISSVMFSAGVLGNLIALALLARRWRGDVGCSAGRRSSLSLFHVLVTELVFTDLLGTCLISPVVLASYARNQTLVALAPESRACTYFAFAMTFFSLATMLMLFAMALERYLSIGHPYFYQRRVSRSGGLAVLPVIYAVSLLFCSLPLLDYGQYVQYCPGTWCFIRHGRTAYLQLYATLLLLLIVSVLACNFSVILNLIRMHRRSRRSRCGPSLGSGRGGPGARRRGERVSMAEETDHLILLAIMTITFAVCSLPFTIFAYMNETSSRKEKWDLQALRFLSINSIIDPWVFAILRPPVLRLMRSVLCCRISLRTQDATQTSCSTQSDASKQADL
# The depositor's hits bear a star; nt = no result given; & = joins results of further samples.
# Start of the data: the first 11 entries (preview)
1) CCOc1cc(N2CCOCC2)c(OCC)cc1NC(=O)c1ccc(C)s1
2) O=C(NCc1cccs1)c1nn2cccnc2c1Cl
3) CCc1nnc(NC(=O)C2=CCN(S(=O)(=O)c3ccccc3)CC2)s1
4) CCCCCn1c(CCC(=O)Oc2ccccc2OC)nc2c1c(=O)[nH]c(=O)n2CCCC
5) Cc1cccc(C(=O)N(Cc2nc3ccccc3c(=O)[nH]2)C2CCCCC2)c1
6) Cc1cccc(NC(=S)NC(=O)/C=C/c2ccco2)n1
7) CCc1ccc2[nH]c(=O)c(CN(Cc3ccc4c(c3)OCO4)C(=O)c3ccco3)cc2c1
8) CC1CCCC(C)N1C(=O)COC(=O)c1ccc[nH]c1=O (stereo unspecified)

assay / compound,1,2,3,4,5,6,7,8
PPC-1+TRAIL kill,11.5,5.4,-20.1,-34.5,14.6,22.1,3.7,20.5
L929 necroptosis,19.5,-0.1,0.1,-0.5,-0.7,-0.5,0.0,-0.4
FXIIa inh 1536,7.2,2.6,9.8,-16.9,12.5,13.6,2.8,-0.4
CHOP inhibitor,-43.6,3.6,-2.9,71.3*,28.4,-10.0,62.0,-2.9
Tb hexokinase,-7.6,-0.6,-13.6,-2.7,2.2,-65.5,-1.7,-0.7
TNF death inh,1.2,-1.5,-0.4,1.1,-0.8,-1.0,-7.6,0.3
FXIa inh 1536,-2.2,-0.4,-0.3,-6.6,-1.2,1.4,-1.7,0.5
Wee1 stabilizer,0.1,-1.4,5.2,-0.2,1.3,0.8,2.2,-1.8
EP2 antag,14.2,2.3,4.3,19.1,6.4,18.7,18.5&11.4,12.1

9) Cc1cc(=O)[nH]c(N/N=C/c2c(C)nn(-c3ccccc3Cl)c2Cl)n1
10) CCCCN(CC(=O)Nc1c(C)cccc1CC)C(=O)SCC
11) CSc1nc2ccc(NS(=O)(=O)c3ccccc3F)cc2s1

assay / compound,9,10,11
PPC-1+TRAIL kill,17.3,10.9,16.3
L929 necroptosis,0.9,-0.2,1.1
FXIIa inh 1536,nt,18.4,-1.6
CHOP inhibitor,22.0,32.3,58.2
Tb hexokinase,-6.3,-3.1,30.4
TNF death inh,-1.7,-0.9,2.0
FXIa inh 1536,5.1,6.5,-5.2
Wee1 stabilizer,0.3,3.0,-1.4
EP2 antag,11.3,17.3,16.1

# The listing, from the first entry:
1) CCOc1cc(N2CCOCC2)c(OCC)cc1NC(=O)c1ccc(C)s1
2) O=C(NCc1cccs1)c1nn2cccnc2c1Cl
3) CCc1nnc(NC(=O)C2=CCN(S(=O)(=O)c3ccccc3)CC2)s1
4) CCCCCn1c(CCC(=O)Oc2ccccc2OC)nc2c1c(=O)[nH]c(=O)n2CCCC
5) Cc1cccc(C(=O)N(Cc2nc3ccccc3c(=O)[nH]2)C2CCCCC2)c1
6) Cc1cccc(NC(=S)NC(=O)/C=C/c2ccco2)n1

assay / compound,1,2,3,4,5,6
PPC-1+TRAIL kill,11.5,5.4,-20.1,-34.5,14.6,22.1
L929 necroptosis,19.5,-0.1,0.1,-0.5,-0.7,-0.5
FXIIa inh 1536,7.2,2.6,9.8,-16.9,12.5,13.6
CHOP inhibitor,-43.6,3.6,-2.9,71.3*,28.4,-10.0
Tb hexokinase,-7.6,-0.6,-13.6,-2.7,2.2,-65.5
TNF death inh,1.2,-1.5,-0.4,1.1,-0.8,-1.0
FXIa inh 1536,-2.2,-0.4,-0.3,-6.6,-1.2,1.4
Wee1 stabilizer,0.1,-1.4,5.2,-0.2,1.3,0.8
EP2 antag,14.2,2.3,4.3,19.1,6.4,18.7

7) CCc1ccc2[nH]c(=O)c(CN(Cc3ccc4c(c3)OCO4)C(=O)c3ccco3)cc2c1
8) CC1CCCC(C)N1C(=O)COC(=O)c1ccc[nH]c1=O (stereo unspecified)
9) Cc1cc(=O)[nH]c(N/N=C/c2c(C)nn(-c3ccccc3Cl)c2Cl)n1
10) CCCCN(CC(=O)Nc1c(C)cccc1CC)C(=O)SCC
11) CSc1nc2ccc(NS(=O)(=O)c3ccccc3F)cc2s1
12) O=C(/C(=C/O)N=Nc1cccc(C(F)(F)F)c1)c1ccccc1

assay / compound,7,8,9,10,11,12
PPC-1+TRAIL kill,3.7,20.5,17.3,10.9,16.3,-16.8
L929 necroptosis,0.0,-0.4,0.9,-0.2,1.1,22.1
FXIIa inh 1536,2.8,-0.4,nt,18.4,-1.6,4.8
CHOP inhibitor,62.0,-2.9,22.0,32.3,58.2,61.2
Tb hexokinase,-1.7,-0.7,-6.3,-3.1,30.4,-4.7
TNF death inh,-7.6,0.3,-1.7,-0.9,2.0,0.8
FXIa inh 1536,-1.7,0.5,5.1,6.5,-5.2,-1.8
Wee1 stabilizer,2.2,-1.8,0.3,3.0,-1.4,-4.6
EP2 antag,18.5&11.4,12.1,11.3,17.3,16.1,5.3

13) CN(C)C(=O)c1ccc(NC(=O)c2ccccc2Sc2ccccc2C#N)cc1
14) CN(C=O)CP(=O)(O)CN1CCCCC1
15) Cc1noc(C)c1C(=O)N1CCCC(C(=O)c2cccc(C(F)(F)F)c2)C1 (stereo unspecified)
16) Nc1nc(NCC2CCCO2)nc(Nc2ccc(F)cc2)c1[N+](=O)[O-] (stereo unspecified)
17) CCOc1cc(C(N)=O)cc(Br)c1OC
18) Cc1ccc(NC(=O)CN2C(=O)N/C(=C/c3ccc(C)o3)C2=O)cc1

assay / compound,13,14,15,16,17,18
PPC-1+TRAIL kill,15.0,-8.8,9.3,20.7,3.4,14.4
L929 necroptosis,1.4,-0.2,0.1,2.0,-0.7,0.0
FXIIa inh 1536,13.9,8.0,7.9,-0.7,14.2,3.9
CHOP inhibitor,6.8,20.3,-0.5,-6.7,17.2,29.3
Tb hexokinase,32.5,6.3,-7.9,-36.1,-2.8,-9.2
TNF death inh,2.2,-0.4,1.1,1.6,-0.2,-4.7
FXIa inh 1536,3.9,2.2,0.7,2.7,4.5,-6.0
Wee1 stabilizer,-3.8,0.0,1.1,4.6,1.0,-1.5
EP2 antag,9.1,nt,0.4,5.9,3.6,-1.6

19) CCN1CCN(CCNC(=O)CS(=O)(=O)Cc2nc(-c3ccc(C)cc3)oc2C)CC1
20) CCS(=O)(=O)Nc1ccc(-c2nc3cccnc3s2)cc1
21) COC(=O)c1ccc2c(c1)C(C)(C)C(/C=C/c1ccc(OC)c(OC)c1OC)=[N+]2C
22) O=C(COC(=O)C(c1ccccc1)c1ccccc1)NCc1ccco1
23) O=C1OCCC1Sc1nnc(-c2ccc(O)cc2)o1 (stereo unspecified)
24) CCN(CC)C(=O)CSc1nc2ccccc2c(=O)n1CCC(=O)N1CCN(c2ccccc2)CC1

assay / compound,19,20,21,22,23,24
PPC-1+TRAIL kill,-6.5,27.0,-2.6,15.7,20.8,nt
L929 necroptosis,-0.1,3.0,-0.3,-0.6,0.4,-1.3
FXIIa inh 1536,16.0,-8.2,-3.0,11.7,1.7,7.7
CHOP inhibitor,-6.3,22.4,nt,18.9,24.6,-3.6
Tb hexokinase,-4.9,-58.7,2.1,7.0,-1.0,-5.3
TNF death inh,-2.6,4.0,-7.0,-1.2,0.1,-1.6
FXIa inh 1536,5.5,-10.3,-5.0,-3.1,0.3,-2.5
Wee1 stabilizer,1.8,-0.1,0.0,0.0,-0.2,1.0
EP2 antag,10.9,9.1,17.6,4.3,5.5,7.4

25) CN1CCN(C(=O)c2ccc(Oc3ccc([N+](=O)[O-])cc3)cc2)CC1
26) Cc1ccc(-c2noc(CN(C)C(=O)Nc3ccc(F)cc3)n2)cc1
27) Cc1ccc(S(=O)(=O)N2CCCCC2)cc1NC(=O)Cn1cnnn1
28) CCC(=C(c1ccc(OC)cc1)c1ccc(OC)cc1)c1cn(CC(O)CN(CCO)CCO)c2ccccc12 (stereo unspecified)
29) Cc1ccc(-c2csc3ncnc(SCc4ccc(C(=O)O)cc4)c23)cc1
30) c1ccc(-c2nnc(CN3CCCc4ccccc43)o2)cc1

assay / compound,25,26,27,28,29,30
PPC-1+TRAIL kill,4.6,12.5,-5.9,14.9,10.3,6.8
L929 necroptosis,1.4,1.9,0.0,-0.1,-1.6,0.0
FXIIa inh 1536,4.5,3.6,6.2,2.3,5.1,-3.5
CHOP inhibitor,-5.0,12.3,5.1,75.7*,37.0,4.2
Tb hexokinase,-12.6,-3.3,-10.3,-5.0,6.1,-1.9
TNF death inh,1.5,0.6,-0.9,3.6,-1.3,-2.7
FXIa inh 1536,5.5,-4.0,2.0,9.0,2.2,2.4
Wee1 stabilizer,-1.3,0.3,1.4,-1.3,-2.0,-2.1
EP2 antag,2.4,7.2,12.3,0.2,7.0,8.5

# Assay outcomes as filed in PubChem.

# A portion of the library, so the mix of outcomes need not match the whole.
